FLuc counter: qHTS profiling assay for firefly luciferase inhibitor/activator using purifed enzyme and Km concentrations of substrates (counterscreen for miR-21 project); Luciferin 4-monooxygenase (Photinus pyralis), P08659; purified FLuc, Km substrates, luminescence inhibition; Potency, µM (series often up to 57.5 µM), inactives show top-dose activity change, negative = inhibition, hits mostly inhibitors; hit rate 6.9% among 360,000; AID 588342, 2011;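 also: plate controls were vehicle for no effect and reference inhibitor for full effect; nearly all actives have a fitted effect of over 55% in size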
Target sequence (P08659 whole entry, looked up): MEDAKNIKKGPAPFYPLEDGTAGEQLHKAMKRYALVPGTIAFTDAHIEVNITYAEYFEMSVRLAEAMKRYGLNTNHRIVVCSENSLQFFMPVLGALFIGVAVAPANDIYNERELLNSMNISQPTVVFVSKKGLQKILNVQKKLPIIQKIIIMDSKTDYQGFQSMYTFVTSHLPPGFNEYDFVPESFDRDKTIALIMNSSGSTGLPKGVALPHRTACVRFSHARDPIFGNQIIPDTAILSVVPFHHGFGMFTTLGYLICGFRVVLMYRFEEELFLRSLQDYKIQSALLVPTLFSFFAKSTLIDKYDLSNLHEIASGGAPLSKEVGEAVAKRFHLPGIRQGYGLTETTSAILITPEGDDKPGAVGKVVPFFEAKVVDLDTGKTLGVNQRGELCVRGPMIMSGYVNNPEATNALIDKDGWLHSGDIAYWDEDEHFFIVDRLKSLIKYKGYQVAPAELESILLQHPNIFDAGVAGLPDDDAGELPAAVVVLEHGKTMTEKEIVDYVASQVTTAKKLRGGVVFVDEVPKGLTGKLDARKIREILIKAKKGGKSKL
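Biochemical qHTS of compounds, final roughly 60 µM downward over six points, against 10 nM purified firefly luciferase using Km concentrations of substrates (10 uM D-luciferin, 10 uM ATP) in Tris acetate pH 7.5 buffer; luminescence output.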
MBNL1-CUG inh: qHTS Assay for Inhibitors of MBNL1-poly(CUG) RNA binding. Muscleblind-like protein 1 (Homo sapiens), Q9NR56. TR-FRET MBNL1-His/biotin-(CUG)12 binding, 665/545 ratio. Potency, µM (top dose mostly 57.5 µM), for inactives: top-dose activity change, negative = inhibition, actives largely listed as inhibitors. hit rate 0.036% among 280,000. AID 2675, 2010; active = well fitted inhibition curve with a large enough effect in the signal ratio, with a control signal flat, not every such curve was filed as active; inconclusive = small, poorly fitted or top-dose-only effect, or effect the other way, or a change in a side signal; inactive = no such curve, though single readings can be large or run the other way; the % refers to the signal ratio; also: % is scaled to controls: 0 for no effect and ±100 for the full control effect
Target sequence (Q9NR56 whole entry, looked up): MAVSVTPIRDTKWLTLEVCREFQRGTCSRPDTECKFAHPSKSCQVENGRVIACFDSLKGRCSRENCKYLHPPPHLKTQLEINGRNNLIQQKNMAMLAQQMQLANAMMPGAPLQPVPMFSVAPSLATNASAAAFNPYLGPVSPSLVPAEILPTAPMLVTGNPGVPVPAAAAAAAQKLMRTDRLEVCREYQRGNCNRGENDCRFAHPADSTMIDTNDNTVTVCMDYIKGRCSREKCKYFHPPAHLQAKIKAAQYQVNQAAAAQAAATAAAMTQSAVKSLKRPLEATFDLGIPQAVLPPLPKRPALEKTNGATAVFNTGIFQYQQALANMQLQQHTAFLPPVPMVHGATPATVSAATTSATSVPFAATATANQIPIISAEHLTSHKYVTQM
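TR-FRET between His-tagged MBNL1 and biotin-(CUG)12 RNA, detected with Tb anti-His antibody (0.055 ng/ul) and streptavidin-XL665 (5 nM), 60 min at room temperature. Compounds titrated 92 nM to 58 uM; 665/545 nm ratio normalized to buffer and complex controls.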
BRCA1 expr act: qHTS Assay to Identify Small Molecule Activators of BRCA1 Expression; MCF7-BRCA1-FFLuc reporter, luminescence, 48 h; response scale: scaled: vehicle 0%, 10 µM genistein 100%; Potency, µM (highest dose often 46.1 µM), inactives show at the top dose activation, usual class: activators; hit rate 1.1% among 380,000; AID 624202, 2012; also: nearly all actives have a fitted effect of over 80% in size; some results filed as inactive show a strong effect at the top dose
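Quantitative HTS in MCF7 cells stably reporting BRCA1 expression via firefly luciferase. Compound treatment lasts 48 h at 37 °C in phenol-red free MEM. Activation is expressed relative to genistein at 10 microM and DMSO.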
uPA generation: qHTS for Inhibitors of Cell Surface uPA Generation | Potency, µM (highest dose often 38.3 µM), inactives show at the highest dose activity change, negative = inhibition, actives largely listed as inhibitors | cell surface uPA generation assay, qHTS | hit rate 0.31% among 330,000; active = well fitted inhibition curve with a large enough effect; inconclusive = small, poorly fitted or top-dose-only effect; inactive = no such curve, though single readings can be large or run the other way; tested in mouse RAW 264.7 cells; also: % is scaled to controls: 0 for no effect and ±100 for the full control effect; nearly all actives have a fitted effect of over 55% in size
Rab9 promoter act: qHTS Assay for Rab9 Promoter Activators | Potency, µM (titrated, usually from 9.22 µM), for inactives: at the top dose activation, negative = inhibition, actives largely listed as activators | hit rate 2.8% among 320,000 | Huh7 Rab9 promoter-luciferase reporter, luminescence, 24 h; also: % of control where 0% means no effect; nearly all actives have a fitted effect of over 60% in size
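Huh7 reporter line, Rab9 promoter upstream of luciferase. Compound exposure 24 h at 37 °C in reduced-serum medium with 10% FBS. Read-out: luminescence.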
RORg inh: qHTS for inhibitors of ROR gamma transcriptional activity; Drosophila S2 Gal4-RORgamma UAS-luciferase reporter, 20 h; Potency, µM (series often up to 53.6 µM), inactives show at the highest dose activity change, negative = inhibition, most hits filed as inhibitors; hit rate 5.4% among 310,000; Nuclear receptor ROR-gamma (Mus musculus), P51450; also: % is scaled to controls: 0 for no effect and ±100 for the full control effect; nearly all actives have a fitted effect of over 60% in size
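Stably transfected Drosophila Schneider cells are the test system, with ROR gamma fused to Gal4 and luciferase under UAS control; luminescence is read after 20 hr of 700 uM copper sulfate induction at ambient temperature.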
p53 reactivator: qHTS assay for re-activators of p53 using a Luc reporter; H1299 p53-A138V BP100-luciferase reporter, luminescence, 24 h; Potency, µM (doses to about 92.2 µM), for the others: top-dose activity change, positive = activation, usual class: activators; hit rate 0.063% among 320,000; also: % of control where 0% means no effect; nearly all actives have a fitted effect of over 45% in size
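H1299 (p53-null), stable ts p53-A138V + BP100-Luc; 1000 cells/well, Opti-MEM/10% FBS; cpd 4 pt, 1:5; 24 h, 37 deg C, 5% CO2; detection reagent 10 min RT; luminescence.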
NPC1 promoter act: qHTS Assay for NPC1 Promoter Activators. Huh7 NPC1 promoter luciferase reporter, 24 h. Potency, µM (top dose mostly 9.22 µM), inactives show top-dose activation, actives largely listed as activators. hit rate 2.4% among 320,000. AID 485313, 2010;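 also: % of control where 0% means no effect; nearly all actives have a fitted effect of over 60% in size; reporter is driven by a mutant NPC1 promoter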
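Luminescence read-out of NPC1 promoter-driven luciferase in stably transfected Huh7 cells; compounds delivered in DMSO and left 24 h at 37C, 5% CO2, qHTS titration format.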
Gal4-VP16 FLuc: VP16 counterscreen qHTS for inhibitors of ROR gamma transcriptional activity; Drosophila S2 Gal4-VP16 UAS-luciferase, luminescence, 20 h; Potency, µM (highest dose often 53.6 µM), for inactives: at the top dose activity, negative = inhibition, most hits filed as inhibitors; hit rate 3.5% among 310,000; AID 2546, 2010;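 also: Gal4-VP16 expression switched on by copper sulfate through the metallothionein promoter; % is scaled to controls: 0 for no effect and ±100 for the full control effect; nearly all actives have a fitted effect of over 50% in size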
ELG1 genotox: qHTS screen for small molecules that induce genotoxicity in human embryonic kidney (HEK293T) cells expressing luciferase-tagged ELG1 | HEK293T ELG1-luciferase reporter, luminescence, 16 h | Potency, µM (titrated, usually from 46 µM), inactives show at the top dose activity change, positive = activation, usual class: activators | hit rate 1.3% among 330,000; also: % of control where 0% means no effect; nearly all actives have a fitted effect of over 60% in size
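Luminescence read-out: rising ELG1-luciferase signal, reflecting elevated ELG1 protein under genetic stress, flags genotoxic compounds. Cells were treated for 16 hr at 37 °C before ONE-Glo detection.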
Starred values were filed as active, the others as inactive; ? = inconclusive; · = not tested or not shown; & = joins results of further samples; [ ] = dose if it differs, or a comment. Unless noted, calls follow the shape of the dose curve; as a rule, active = well fitted curve in the direction sought with a large enough effect; inconclusive = small, poorly fitted or top-dose-only effect, or another doubt; inactive = no such curve, though single readings can be large; an effect the other way counts as inactive or inconclusive. Potency is read from the fitted curve at half-maximal effect.

structure	FLuc counter	MBNL1-CUG inh	BRCA1 expr act	uPA generation	Rab9 promoter act	RORg inh	p53 reactivator	NPC1 promoter act	Gal4-VP16 FLuc	ELG1 genotox
CN1CCC(N(C)C(=O)c2cc(-c3ccc(F)cc3)nc3ccccc23)CC1	·	·	-13%	-3%	·	·	-6%	·	·	1%
CCc1cccc(C)c1NC(=O)CSc1n[nH]c(N)n1	·	·	-3%	-1%	·	·	1%	·	·	0%
CCn1c(SCC(=O)c2ccc3ccccc3c2)nnc1-c1ccco1	?	?	4%[1.84 µM]	1%	-4%	15%	-3%	-1%	11%	2%
CCCCCN(C(=O)CCC(=O)OCC(=O)c1ccc(CCC)cc1)c1c(N)n(CCCC)c(=O)[nH]c1=O	2.7µM*	·	-28%	-2%	-1%	·	-2%	1%	·	-6%
CC(C(=O)OCC(=O)Nc1ccc(S(=O)(=O)N2CCCCC2)cc1)N1C(=O)c2ccccc2C1=O (stereo not drawn)	1%	-13%	-11%	-3%	3%	0%	-3%	0%	-3%	-1%
O=C(NNC(=O)C1CC(c2cccs2)=NO1)NC1CCCCC1 (stereo not drawn)	-1%	3%	2%	·	4%[1.84 µM]	7%	-1%	-1%	10%[10 µM]	3%
Cc1ccc(C(=O)NNC(=O)CSc2nnc3ccccn23)cc1	·	·	-3%	-4%	·	·	21%	·	·	-2%
Cn1c(Cn2c(=O)sc3ccccc32)nnc1SCC(=O)NCc1ccc2c(c1)OCO2	2%	-5%	10%	3%	1%	-27%	8%	-1%	-3%	-3%
COc1ccc2c(c1OC)C(=O)N(c1ccccc1)C2=O	?	?	-5%	0%	1%	4%	7%	-2%	-11%	9%
O=C(COC(=O)CCc1ccc(S(=O)(=O)N2CCOCC2)cc1)Nc1ccccc1[N+](=O)[O-]	·	·	-11%	0%	·	·	-3%	·	·	-2%
CC1CCN(C(=O)c2[nH]cnc2C(=O)Nc2ccon2)CC1	0%	·	10%	-4%	-7%	·	-18%	0%	·	3%
COCCN1C(=O)c2ccccc2C(C(=O)NCc2ccco2)C1c1c[nH]c2ccccc12 (stereo not drawn)	11%	7%	-14%	0%	-5%	7%	-3%	0%	1%	3%
COc1ccc(N2CCN(C(=O)NCc3cccc(OC)c3)CC2)cc1	-2%	23%	6%	2%	6%	-13%	-4%	-3%	1%	-4%
O=C1N=C(N2CCCC2)S/C1=C\c1ccccc1	-18%	14%	0%	-5%	3%	32%	17%	-3%	26%	11%
O=S(=O)(CCN1C=CC(C(F)(F)F)=NCC1)c1ccc(F)cc1	4%	·	8%	-8%	-10%	12%	1%	-2%	-3%	0%
COc1ccc(C(=O)NCCNC(=O)c2ccc(C)nc2)cc1	2%	-2%	-5%	-1%	-1%	-25%	1%	-1%	3%	4%
CC(C)(C)C(=O)Nc1nc(C2CCCN2S(=O)(=O)c2ccc(Cl)cc2)cs1 (stereo not drawn)	-1%	3%	-35%	2%	-2%	6%	2%	-2%	-6%	-10%
COc1cccc(OCc2cc(C(=O)NCCc3cccc(C)n3)no2)c1	3%	4%	0%	0%	-2%	5%	0%	-3%	-6%	0%
COCc1c(C(=O)N/N=C/c2ccco2)nnn1-c1nonc1N	0%	11%	-10%	1%	4%	8%	5%	-2%	-6%	4%
O=C(c1cccnc1)C1Cc2ccccc2C1=O (stereo not drawn)	-18%	?	-62%	3%	0%	27%	0%	5%	-14%	0%
COc1cc2nc(CN3CCOCC3)n(CC(=O)N3CCCCCC3)c(=O)c2cc1OC	0%	-5%	2%	0%	3%	31%	-5%	-4%	2%	-1%
CC(C)Oc1ccc(C(=O)O)c(C(=O)O)c1	5%	4%	2%	·	4%	-8%	-3%	-4%	-3%	0%
CS(=O)(=O)N(Cc1ccccc1)c1ccc(C(=O)Nc2ccc(C(N)=O)cc2)cc1	9%	-7%	-25%	-18%	6%	-2%	6%	-1%	6%	24%
CC(=O)c1c(C)nc2sc3c(=N)n(N)cnc3c2c1-c1ccc(Cl)cc1	0%	1%[11.5 µM]	-76%	-4%	6%	?	-15%	0%	-5%	-3%

Profiles as entered above. Order of values: FLuc counter	MBNL1-CUG inh	BRCA1 expr act	uPA generation	Rab9 promoter act	RORg inh	p53 reactivator	NPC1 promoter act	Gal4-VP16 FLuc	ELG1 genotox
Listed for O=C(c1cccnc1)C1Cc2ccccc2C1=O (stereo not drawn) → -18%	?	-62%	3%	0%	27%	0%	5%	-14%	0%
Listed for CC(C)Oc1ccc(C(=O)O)c(C(=O)O)c1 → 5%	4%	2%	·	4%	-8%	-3%	-4%	-3%	0%
Listed for CS(=O)(=O)N(Cc1ccccc1)c1ccc(C(=O)Nc2ccc(C(N)=O)cc2)cc1 → 9%	-7%	-25%	-18%	6%	-2%	6%	-1%	6%	24%

(continued)
structure	FLuc counter	MBNL1-CUG inh	BRCA1 expr act	uPA generation	Rab9 promoter act	RORg inh	p53 reactivator	NPC1 promoter act	Gal4-VP16 FLuc	ELG1 genotox
c1ccc(-c2ccnc3ncnn23)nc1	-2%	10%	-23%	-3%	-3%[1.84 µM]	11%	5%	-4%	3%[10 µM]	0%
CC(=O)c1cccc(NC(=O)N2C3CCC2CC(NC(=O)C2CC2)C3)c1 (stereo not drawn)	3%	13%	-4%	9%	-2%	-7%	2%	0%	-1%	-1%
CCOC(=O)C1=CC[C@@H](c2cccc(C)c2)N(S(=O)(=O)c2ccc(C)cc2)[C@H]1C(=O)OCC	5%	·	0%	-18%	1%	·	-13%	-5%	·	-3%
O=C(CCSc1nc2ccccc2s1)N/N=C/c1c(O)ccc2ccccc12	-1%	·	-66%	?	-21%	1.4µM*	?	-12%	1µM*	2%
COc1ccc(CNC(=O)CSc2n[nH]c(C)c2[N+](=O)[O-])cc1	-1%	·	-1%	-4%	13%	-10%	-5%	-1%	-7%	0%
Cc1cc(C)c(OCC(=O)N(Cc2ccc(N(C)C)cc2)C2CCS(=O)(=O)C2)c(C)c1 (stereo not drawn)	0%	-3%	3%	-2%	1%	13%	-1%	-4%	-7%	0%
COc1cccc(-c2nc(CS(=O)(=O)CC(=O)NCCCOC(C)C)c(C)o2)c1	-2%	-13%	0%	0%	-3%	28%	-3%	0%	-13%	0%
O=C(CCN1C(=O)[C@@H]2Cc3ccccc3CN2C1=O)N[C@H](Cc1ccccc1)C(=O)O	0%	-3%	-1%	10%	1%	-6%	14%	0%	-7%	-1%
O=C(O)C1CCCN1S(=O)(=O)c1ccc(F)cc1 (stereo not drawn)	0%	-21%	-12%	-9%	-4%	2%	-6%	-2%	6%	-2%
CCOC(=O)c1nn(C)c(C)c1Cl	1%	-5%	10%	-8%	-2%	11%	-5%	-3%	-1%	3%
CC1CCCN(C(=O)c2ccc(COc3ccccc3Br)cc2)C1 (stereo not drawn)	?	2%	16%	-2%	-1%	-20%	-3%	-4%	?	-4%
O=C(CCn1c(=O)oc2ccccc21)Nc1ccc(C(=O)O)cc1	-2%	-1%	-19%	3%	-10%	-1%	3%	3%	-3%	-3%
COc1ccc(C2CC(O)(c3ccccc3)Oc3cc(OC)cc(OC)c32)cc1 (stereo not drawn)	-18%	-3%	-13%	-1%	-5%	?	-11%	-6%	1%&-10%	0%
CN(C)S(=O)(=O)c1cccc(C(=O)OCC(=O)Nc2sccc2C(N)=O)c1	2%	-15%	-33%	-8%	5%	24%	-1%	-4%	-24%	-17%
COc1ccc(N2CCN(Cc3nc4c(c(=O)[nH]c(=O)n4C)n3CCCc3ccccc3)CC2)cc1	1%	4%	15%	7%	-4%	3%	-4%	-7%	0%	-4%
CC(c1ccccc1)n1cc(C(=O)NCCCn2ccnc2)nn1 (stereo not drawn)	2%	0%	-33%	-2%	-2%	-3%	-2%	5%	-8%	-3%
